# m-calpain inh: inhibitors of pig calpain II | purified calpain II, fluorogenic peptide substrate, 30 min | AID 1236 | inhibition, % at 16 µM | 220,000 compounds, 0.37% hits;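 active means inhibition above about 50%, limit read from the data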
# Cl transport mod: modulates chloride dependent transport by human KCC2. Q9H2X9. KCC2 cells, thallium flux FluoZin-2 fluorescence. B-score of Tl+ flux slope (higher = more flux/activation; lower = inhibition) at 10 µM. 190,000 compounds, 2.2% hits. AID 1456;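 active means thallium flux slope and its plate-corrected score both differing from the plate sample mean at a set confidence after two filtering rounds, in either direction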;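 further: slope of fluorescence scaled to starting intensity during 10 to 20 s after thallium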
# Furin inh: inhibitors of human furin. purified furin, fluorogenic substrate cleavage. 220,000 compounds, 0.061% hits. P09958. inhibition, % at 30 µM; in the data active means inhibition above about 25%; further: inactives centre near -15
# FXIa inh 1536: factor XIa (human) inhibition | purified FXIa, Boc-Glu-Ala-Arg-AMC fluorogenic substrate | AID 798 | inhibition, % at 5 µM | 220,000 compounds, 0.14% hits | P03951;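 active means inhibition of at least 40%; inactive means inhibition below 40%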;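 further: fluorescence of freed AMC excited at 355 nm; 0% = enzyme without compound and 100% = no enzyme blank; many of its hits are not listed in these tables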
# Thrombin inh: thrombin (human) inhibition; P00734; alpha-thrombin, Boc-VPR-AMC fluorogenic substrate cleavage; inhibition, % at 5 µM; 220,000 compounds, 0.26% hits; AID 1046;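 active means inhibition at or above 40%; inactive means inhibition below 40%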;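 further: 0% = enzyme with no compound and 100% = wells without enzyme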
#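 Test system: human alpha-thrombin; medium: pH 7.5 Tris-saline with Tween 20; times: reaction at room temperature; signal: AMC fluorescence at 355 nm excitation and 460 nm emission; also added: Boc-VPR-AMC substrate, 15 µM final; dosing: one concentration per compound, 5 µM, with 0.2% DMSO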
# FXIIa inh: inhibitors of human coagulation factor XIIa; P00748; 220,000 compounds, 0.3% hits; inhibition, % at 5 µM; purified FXIIa, Boc-QGR-AMC fluorogenic substrate, 2 h; in the data active means inhibition above about 40%;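 further: 0% = enzyme with no compound and 100% = blank without enzyme; many of its hits are not listed in these tables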
# Rad51 HR inh: Rad51 (human) homologous recombination inhibition; AID 1385; Q06609; inhibition, % at 10 µM; hRad51 DNA strand exchange, fluorescence dequenching; 200,000 compounds, 0.085% hits;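 active means inhibition above 40% at the single screening dose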;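 further: 0% = DMSO control wells and 100% = blanks with heterologous ssDNA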
#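 Assay system: Human Rad51 nucleoprotein filaments preassembled on unlabelled ssDNA | Reagent: Donor/quencher-labelled 47-bp dsDNA substrate | Doses: One concentration, 10 µM final | Times: 37 °C 15-min filament assembly, 30-min compound preincubation, 15-min exchange | Technique: Fluorescein emission 520 nm, excitation 485 nm | Benchmarks: Plate control and blank wells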
# PERK inhibitor: human PERK inhibition, primary cell-based screen. inhibition, % at 5.6 µM. AID 1416. 220,000 compounds, 0.17% hits. CHO PERK-DD fusion, SEAP luminescence translation reporter. Q9NZJ5;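 active means inhibition above the mean inhibition of all tested compounds plus 3 SD, set separately per screening campaign, cut at about 2.9% in these data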;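 further: PERK kinase domain activated by AP20187 dimerizer at 100 nM; 0% = DMSO with dimerizer and 100% = rapamycin at 8.4 µM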
# Target sequence (Q9NZJ5 whole entry, looked up, the tested form may be a part): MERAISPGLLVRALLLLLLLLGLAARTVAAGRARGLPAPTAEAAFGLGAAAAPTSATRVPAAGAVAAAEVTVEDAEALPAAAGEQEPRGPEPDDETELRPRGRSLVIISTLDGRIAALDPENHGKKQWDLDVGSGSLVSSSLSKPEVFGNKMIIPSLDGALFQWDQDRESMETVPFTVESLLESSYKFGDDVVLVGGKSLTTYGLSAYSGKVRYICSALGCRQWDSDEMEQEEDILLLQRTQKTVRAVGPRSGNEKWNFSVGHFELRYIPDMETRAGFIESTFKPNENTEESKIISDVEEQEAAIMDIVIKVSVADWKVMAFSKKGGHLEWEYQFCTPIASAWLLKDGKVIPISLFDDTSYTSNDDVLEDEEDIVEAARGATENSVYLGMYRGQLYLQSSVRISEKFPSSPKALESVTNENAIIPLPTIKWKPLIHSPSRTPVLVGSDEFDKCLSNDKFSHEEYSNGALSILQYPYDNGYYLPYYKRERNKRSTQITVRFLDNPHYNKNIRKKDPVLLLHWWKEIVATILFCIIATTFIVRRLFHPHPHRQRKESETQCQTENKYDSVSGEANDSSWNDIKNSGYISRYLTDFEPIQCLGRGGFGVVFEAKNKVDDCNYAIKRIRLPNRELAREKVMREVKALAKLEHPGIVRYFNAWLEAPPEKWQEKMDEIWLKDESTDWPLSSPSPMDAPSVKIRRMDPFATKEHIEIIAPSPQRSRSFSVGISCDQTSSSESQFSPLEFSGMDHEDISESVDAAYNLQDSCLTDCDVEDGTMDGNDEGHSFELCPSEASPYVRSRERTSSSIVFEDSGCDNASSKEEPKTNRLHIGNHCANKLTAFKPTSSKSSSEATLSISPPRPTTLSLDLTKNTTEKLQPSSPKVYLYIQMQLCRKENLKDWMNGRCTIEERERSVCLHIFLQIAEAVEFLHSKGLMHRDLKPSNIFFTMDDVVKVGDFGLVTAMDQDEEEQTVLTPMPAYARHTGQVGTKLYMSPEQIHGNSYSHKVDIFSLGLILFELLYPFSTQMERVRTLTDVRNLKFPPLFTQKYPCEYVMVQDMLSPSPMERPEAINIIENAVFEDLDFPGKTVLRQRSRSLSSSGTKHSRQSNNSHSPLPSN
# hK5 inh: blocks human kallikrein 5 protease activity | recombinant hK5, fluorogenic AMC substrate cleavage | inhibition, % at 5 µM | 210,000 compounds, 0.59% hits | Q9Y337;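 active means inhibition of 40% or more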;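 further: 0% = enzyme controls without compound and 100% = no-enzyme blanks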
# * = called active by the depositor; x = not tested or not shown; [ ] = dose if it differs, or a comment.
1	Cc1cccc(NC(=O)c2nc[nH]c2C(=O)N[C@@H](CCCCNC(=O)OC(C)(C)C)C(=O)OC(C)(C)C)c1
2	COc1ccc(N2C(S)=C(C#N)C(=O)NC23CCCCC3)cc1
3	Cc1[nH]c2ccccc2c1C1C(c2ccccc2)=NN=C(C(C)C)N1O (stereo unspecified)
4	Cc1cnc(NC(=O)Cc2cccs2)s1
5	CCOc1ccc(NC(=O)C2CCC(CNc3c(N4CCOCC4)c(=O)c3=O)CC2)cc1 (stereo unspecified)
6	Cc1ccc2c(C(=O)CN3CCCCC3CCO)c(C)[nH]c2c1 (stereo unspecified)
7	Cc1ccccc1CSc1nc2ccccc2c(=O)[nH]1
8	Cn1c(SCC(=O)N2CCCC2)nnc1-c1ccc(S(=O)(=O)N2CCCC2)cc1

entry no.	1	2	3	4	5	6	7	8
hK5 inh	-65	-7	-8	5	-18	1	-8	2
FXIa inh 1536	-1	-4	7	3	3	-3	4	4
Rad51 HR inh	2	14	3	-3	4	11	5	-6
PERK inhibitor	x	-0.1	-0.8	0.9	1.4	1.1	0.4	0.3
FXIIa inh	2	1	14	9	8	1	2	7
Furin inh	-25	-2	-16[20 µM]	-13	-32	3	-26	-13[20 µM]
m-calpain inh	39	-16	-2	-33	10	-15	-13	-5
Thrombin inh	-5	-7	1	-1	-5	0	-5	1
Cl transport mod	x	-1.6	0.063	0.59	0.37	x	0.12	x

9	COc1ccc(C)cc1S(=O)(=O)N1c2ccccc2CC1C (stereo unspecified)
10	Cc1cccc(NC(=O)N2CCCC2C(=O)Nc2ccccc2)c1 (stereo unspecified)
11	Cc1cccc(C)c1OCC(=O)N=Nc1c(O)[nH]c2ccc(Br)cc12
12	NC(=O)C1(NC(=O)[C@@H]2CC3(CC(c4cccc(NC(=O)[C@@H]5CCC(=O)N5)c4)=NO3)CN2C(=O)c2cnccn2)CC1 (stereo partly specified)
13	Cc1ccc(NC(=O)Cn2nc(C)c(S(=O)(=O)N(C)C)c2C)cc1
14	COc1ccc(CC2(CO)CCN(CC3=CC[C@H]4C[C@@H]3C4(C)C)CC2)cc1
15	CCOc1ccccc1Nc1nnc(SCc2nnc(-c3cc(OC)c(OC)c(OC)c3)o2)s1
16	CCOC(=O)c1cc(/C(C)=N/OC(=O)c2ccc(C(C)(C)C)cc2)on1

entry no.	9	10	11	12	13	14	15	16
hK5 inh	-10	1	4	6	3	3	-12	7
FXIa inh 1536	1	1	8	9	-1	-1	1	13
Rad51 HR inh	-6	8	x	-5	3	-9	0	18
PERK inhibitor	-2.0	0.5	-0.7	1.1	2.8	0.2	-1.0	2.6
FXIIa inh	13	9	17	8	5	10	8	16
Furin inh	-15[20 µM]	-23	-20[20 µM]	-26[20 µM]	-24	-23	-23	-36
m-calpain inh	-20	-21	-127	-17	7	-26	-14	-8
Thrombin inh	3	-7	0	-2	-3	-10	-8	0
Cl transport mod	x	-0.86	0.34	-0.4	0.62	-0.35	-0.36	-0.79

# Complete entries, quoted from the list.
# `COc1ccc(CC2(CO)CCN(CC3=CC[C@H]4C[C@@H]3C4(C)C)CC2)cc1` is entered as hK5 inh: 3; FXIa inh 1536: -1; Rad51 HR inh: -9; PERK inhibitor: 0.2; FXIIa inh: 10; Furin inh: -23; m-calpain inh: -26; Thrombin inh: -10; Cl transport mod: -0.35
# `COc1ccc(C)cc1S(=O)(=O)N1c2ccccc2CC1C` (stereo unspecified) is entered as hK5 inh: -10; FXIa inh 1536: 1; Rad51 HR inh: -6; PERK inhibitor: -2.0; FXIIa inh: 13; Furin inh: -15[20 µM]; m-calpain inh: -20; Thrombin inh: 3; Cl transport mod: x

# New compounds follow
17	Cc1cc(=O)n2c(-c3ccccc3C)n[nH]c2n1
18	Cc1ccc(C(=O)N/N=C(/CC(=O)c2cccs2)C(F)(F)F)cc1
19	COc1ccc(S(=O)(=O)NCC2CCCN(Cc3ccccc3C)C2)cc1 (stereo unspecified)
20	COc1ccccc1C(O)c1nccn1C (stereo unspecified)
21	Cc1ccc(S(=O)(=O)Cc2ccc(C(=O)N3CCCC3)o2)cc1
22	COc1ccc(C(=O)Nc2ccc(NC(=O)C(C)C)nc2)cc1
23	CCCCC(=O)Nc1ccc(N2CCN(S(C)(=O)=O)CC2)cc1
24	CCOc1cc(CNc2ccc(N(C)C)cc2)cc(Br)c1OCC(=O)NC(C)(C)C

entry no.	17	18	19	20	21	22	23	24
hK5 inh	-4	2	1	-1	9	-2	-3	-17
FXIa inh 1536	6	27	-2	-2	-3	2	6	-10
Rad51 HR inh	-4	x	-4	-2	-9	-32	1	-2
PERK inhibitor	0.1	-0.5	-1.4	1.0	-0.3	0.5	0.7	-0.2
FXIIa inh	16	24	12	13	2	4	19	5
Furin inh	-32	-29	-15	-23	3	-17	-12[20 µM]	-14[20 µM]
m-calpain inh	-25	-27	10	-1	5	-3	-35	41
Thrombin inh	3	11	-1	-4	-2	-19	2	7
Cl transport mod	0.58	64*	-2.4	0.37	0.26	0.59	1.2	x

# With a hit mark in Cl transport mod (from the list above):
18	Cc1ccc(C(=O)N/N=C(/CC(=O)c2cccs2)C(F)(F)F)cc1

entry no.	18
hK5 inh	2
FXIa inh 1536	27
Rad51 HR inh	x
PERK inhibitor	-0.5
FXIIa inh	24
Furin inh	-29
m-calpain inh	-27
Thrombin inh	11
Cl transport mod	64*

# Other records.
25	CC(CC(=O)NC(C)c1ccc2c(c1)OCCO2)c1ccccc1 (stereo unspecified)
26	CCOC(=O)C1=c2/c(=C/c3ccncc3)c(N)c(C(=O)OC)n2C(=O)C(c2ccncc2)S1 (stereo unspecified)
27	O=C(CSC(=S)N1CCCCC1)Nc1nc(-c2ccccc2)c(-c2ccccc2)o1
28	c1ccc(N2CCN(c3cnc4ccccc4n3)CC2)cc1
29	CC(C)C(c1nnnn1C1CCCC1)N1c2ccccc2CC1C (stereo unspecified)
30	CC1c2ccccc2SC(CCCN(C)C)c2ccccc21 (stereo unspecified)
31	Nc1nc(-c2ccc([N+](=O)[O-])cc2)c(C(=O)Nc2ccc(Cl)cc2)s1
32	O=C(Nc1nc(-c2ccc(Cl)s2)cs1)c1ccncc1

entry no.	25	26	27	28	29	30	31	32
hK5 inh	-11	-7	-3	-10	-2	-17	0	0
FXIa inh 1536	0	-1	4	8	5	-1	5	-11
Rad51 HR inh	5	-12	-2	-5	4	x	3	-8
PERK inhibitor	0.9	1.6	0.3	-0.6	0.1	-1.5	1.8	0.7
FXIIa inh	2	6	18	16	13	4	12	-8
Furin inh	-24	-11	-11	-14[20 µM]	-11	-8	-6	-23
m-calpain inh	-9	-38	-9	19	35	-11	12	9
Thrombin inh	-3	2	0	3	5	-8	0	6
Cl transport mod	-0.17	-0.35	-0.13	-2.6	0.087	0.23	0.85	-0.015

33	CCCOC(=O)Cc1c(O)c2ccccc2[nH]c1=O
34	Cn1c(=O)c2c(nc(CN3CCN(C(=O)c4ccco4)CC3)n2Cc2cccc(Cl)c2)n(C)c1=O
35	COc1ccc2c(c1)c(C(=O)N/N=C/c1cn(C)c3ccccc13)c(C)n2C
36	Cc1cccc(OCCCCNCc2ccccc2)c1
37	Cc1ccc(CNCC2CCCO2)o1 (stereo unspecified)
38	C=CCCCCCCCCC(=O)NNC1CC(=O)N(c2ccccc2)C1=O (stereo unspecified)
39	CC(C)Cc1nc2oc3c(Cl)ncnc3c2c2c1CCC2
40	Cc1ccc(C)c(-n2cc(CNCCCn3cccn3)c(-c3ccccc3)n2)c1

entry no.	33	34	35	36	37	38	39	40
hK5 inh	-3	-20	1	-15	-13	-3	2	-11
FXIa inh 1536	-4	1	1	-7	6	0	-9	-3
Rad51 HR inh	-6	-12	10	8	-2	18	4	-6
PERK inhibitor	-0.3	-0.2	-2.1	0.7	1.6	1.0	1.2	-2.0
FXIIa inh	9	11	8	-3	16	6	-15	6
Furin inh	-26	-29	-10	-17	-22[20 µM]	-18	-16[20 µM]	-17
m-calpain inh	-65	3	-52	25	0	2	4	16
Thrombin inh	-1	2	2	-4	2	-5	-5	7
Cl transport mod	x	x	-0.26	-1.8	-0.61	x	-0.72	0.17

41	COc1ccc(S(=O)(=O)NC(CC(=O)N2CCc3ccccc32)c2ccco2)cc1 (stereo unspecified)
42	CCOC(=O)/C(C#N)=C/c1ccc(SC)cc1
43	CSc1nsc(SCC(=O)Nc2ccc(Br)cn2)n1
44	O=C1CC(=C2c3ccccc3-c3ccccc32)C(=O)N1CCN1CCN(c2ccccc2)CC1
45	Cc1onc(-c2c(F)cccc2Cl)c1C(=O)Nc1c(C)n(C)n(-c2ccccc2)c1=O
46	Cc1cc(C(=O)N2CCCC(CCC(=O)N3CCN(c4ccccn4)CC3)C2)c(C)o1 (stereo unspecified)
47	COc1cccc(C2=NOC(C(=O)N3CCN(Cc4ccccc4)CC3)C2)c1OC (stereo unspecified)
48	CCN(CC)S(=O)(=O)c1cccc(NC(=O)c2ccccc2Br)c1

entry no.	41	42	43	44	45	46	47	48
hK5 inh	-9	-14	5	x	-9	x	14	-3
FXIa inh 1536	-5	-7	-7	x	-2	1	2	-3
Rad51 HR inh	x	23	-4	1	-1	-21	x	12
PERK inhibitor	0.3	-0.3	0.4	-0.6	0.8	0.7	-0.1	0.5
FXIIa inh	12	6	-7	x	8	9	12	0
Furin inh	-23[20 µM]	-12	-9[20 µM]	4[20 µM]	-25	-25	-12	-15
m-calpain inh	5	6	4	x	-23	-9	10	14
Thrombin inh	-2	-1	-5	x	0	-5	-4	1
Cl transport mod	-2.2	0.096	-0.38	-0.066	-0.36	x	-4*	x

49	COc1ccc(C2CC(c3cccs3)n3nc(N)nc3N2)cc1 (stereo unspecified)
50	COc1ccccc1NC(=O)c1cccnc1
51	Cc1ccc(NC(=O)C2(N(C(=O)Cn3nnnc3N)c3ccc(C)cc3)CCCCC2)cc1
52	Cc1ccc(Cc2nnc3n(-c4cccc(C)c4)nc(C(=O)c4ccccc4)n3c2=O)cc1
53	COc1cc(/C=N/N(C)c2ccccc2)ccc1O
54	COCC(=O)Nc1cc(C(=O)OC)cc(C(=O)OC)c1
55	CCNc1nc(NCC)nc(ON=C(C)C)n1
56	c1ccc(SCc2nc(-c3ccccn3)no2)cc1

entry no.	49	50	51	52	53	54	55	56
hK5 inh	-9	12	-8	1	-4	-13	-2	0
FXIa inh 1536	-3	-8	3	7	0	6	3	-7
Rad51 HR inh	-1	2	4	0	-16	-2	x	-6
PERK inhibitor	1.1	1.1	0.0	-0.8	-0.3	1.1	0.8	0.6
FXIIa inh	0	-8	15	11	9	12	15	0
Furin inh	-11	-22[20 µM]	-20	-3[20 µM]	-11[20 µM]	-6	-11[20 µM]	-11[20 µM]
m-calpain inh	-12	-1	-28	15	-8	-11	-4	-14
Thrombin inh	-12	-6	3	4	6	1	0	-9
Cl transport mod	1.3	-3.3	-1.2	-0.17	-4.1*	1.3	-0.27	x

57	CCOC(=O)c1nnc(-c2ccc(C)cc2)nc1Oc1ccccc1Cl
58	COc1cccc(OC)c1OCCCOc1ccc([N+](=O)[O-])cc1Cl
59	Clc1cc(Cl)c2nc(N3CCOCC3)sc2c1
60	O=C(CSc1nnc(Cc2cccs2)n1C1CCCCC1)N1CCCc2ccccc21

entry no.	57	58	59	60
hK5 inh	6	-16	-3	-90
FXIa inh 1536	6	9	13	0
Rad51 HR inh	-1	x	12	7
PERK inhibitor	0.8	-0.2	0.8	-1.3
FXIIa inh	5	13	22	15
Furin inh	-23[20 µM]	-1	-21[20 µM]	-4
m-calpain inh	-30	12	-12	-10
Thrombin inh	-7	0	1	3
Cl transport mod	x	-1.4	0.34	-0.61

# From PubChem BioAssay

# Only part of the results is shown (hit frequency here may not be typical).
